TRPC4 PAM – positive allosteric modulators of TRPC4, primary screen, cell-based, mouse TRPC4beta, HEK293 mu-opioid, Fluo-4 calcium; B-score at 10 µM; actives 0.42% (n = 310,000); Short transient receptor potential channel 4 (Mus musculus), Q9QUQ5; DAMGO EC20, Fluo-4 Ca2+ flux; stronger effect = higher value;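 active = B-score of calcium response area above 5 SD of library B-scores, with initial fluorescence ratio within 5 SD of library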;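 also: B-score of integrated fluorescence ratio over time as area under calcium response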
ANO1 activ – TMEM16A chloride channel activators or potentiators, primary screen, cell-based, HTS. actives 0.3% (n = 340,000). AID 623877, 2012. HEK293 TMEM16A/YFP-H148Q/I152L, iodide quench fluorescence; stronger effect = lower value. Anoctamin-1 (Mus musculus), Q8BHY3. B-score at 10 µM;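 active = fluorescence-ratio B-score plate-corrected deviation score at least 3 library SD below zero, with starting fluorescence score within 5 deviations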;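 also: channel opened by trigger with iodide after compound preincubation; score built on the fluorescence ratio of max minus min over baseline; more negative score means more quench and so TMEM16A activation or potentiation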
MrgX1 agonist – agonists of human MrgX1 receptor, primary screen, HEK293 cells, Fluo-4 calcium flux. Mas-related G-protein coupled receptor member X1 (Homo sapiens), Q96LB2. Fluo-4 calcium fluorescence, agonist mode; stronger effect = higher value. B-score at 10 µM. actives 0.44% (n = 310,000);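 active = calcium response B-score plate-corrected fluorescence ratio at least 3 library SD, with starting fluorescence B-score inside 5 SD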
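System: HEK293 cells stably expressing human MrgX1 receptor; Dosing: test compound in the initial addition of three; Schedule: overnight plating, then 30 min 37 °C plus 30 min room-temperature dye loading; Detection: kinetic calcium dye fluorescence, Fluo-4 NW; Controls: per-plate positive and negative controls for Z′ factor.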
MrgX1 antag – antagonists of human MrgX1 receptor, primary screen, HEK293 cells, Fluo-4 calcium flux. Mas-related G-protein coupled receptor member X1 (Homo sapiens), Q96LB2. BAM8-22 antagonism; stronger effect = lower value. B-score at 10 µM. actives 1.3% (n = 310,000). AID 588676, 2011;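 active = calcium-response B-score plate-corrected more than 3 library SD below zero, starting fluorescence within 5 deviations, no agonist response on first addition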;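 also: peak minus trough fluorescence over baseline after final BAM8-22 challenge near maximal dose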
MrgX1 PAM – positive allosteric modulators of MrgX1, primary screen, HEK293 cells, Fluo-4 calcium flux; Mas-related G-protein coupled receptor member X1 (Homo sapiens), Q96LB2; FDSS; stronger effect = higher value; B-score at 10 µM; actives 0.63% (n = 310,000);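 active = plate-corrected calcium response at least 3 library SD above typical, normal starting fluorescence, not activating the receptor alone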;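 also: compound read alongside a low EC10 to EC30 dose of BAM8-22 agonist; peak minus trough fluorescence over baseline measured at the second addition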
TRPC6 inh – mouse TRPC6 channel inhibitors, primary screen, cell-based, HEK293, membrane potential dye. B-score at 10 µM. actives 1.1% (n = 310,000). ACh-evoked depolarization; stronger effect = lower value. Short transient receptor potential channel 6 (Mus musculus), Q61143;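 active = B-score under library mean minus 3 SD, initial fluorescence not abnormally high, positive integrated signal ratio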;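 also: B-score derived from integrated fluorescence ratio over the kinetic read; more negative B-score means stronger inhibition of depolarization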
Target sequence (Q61143 whole entry, looked up): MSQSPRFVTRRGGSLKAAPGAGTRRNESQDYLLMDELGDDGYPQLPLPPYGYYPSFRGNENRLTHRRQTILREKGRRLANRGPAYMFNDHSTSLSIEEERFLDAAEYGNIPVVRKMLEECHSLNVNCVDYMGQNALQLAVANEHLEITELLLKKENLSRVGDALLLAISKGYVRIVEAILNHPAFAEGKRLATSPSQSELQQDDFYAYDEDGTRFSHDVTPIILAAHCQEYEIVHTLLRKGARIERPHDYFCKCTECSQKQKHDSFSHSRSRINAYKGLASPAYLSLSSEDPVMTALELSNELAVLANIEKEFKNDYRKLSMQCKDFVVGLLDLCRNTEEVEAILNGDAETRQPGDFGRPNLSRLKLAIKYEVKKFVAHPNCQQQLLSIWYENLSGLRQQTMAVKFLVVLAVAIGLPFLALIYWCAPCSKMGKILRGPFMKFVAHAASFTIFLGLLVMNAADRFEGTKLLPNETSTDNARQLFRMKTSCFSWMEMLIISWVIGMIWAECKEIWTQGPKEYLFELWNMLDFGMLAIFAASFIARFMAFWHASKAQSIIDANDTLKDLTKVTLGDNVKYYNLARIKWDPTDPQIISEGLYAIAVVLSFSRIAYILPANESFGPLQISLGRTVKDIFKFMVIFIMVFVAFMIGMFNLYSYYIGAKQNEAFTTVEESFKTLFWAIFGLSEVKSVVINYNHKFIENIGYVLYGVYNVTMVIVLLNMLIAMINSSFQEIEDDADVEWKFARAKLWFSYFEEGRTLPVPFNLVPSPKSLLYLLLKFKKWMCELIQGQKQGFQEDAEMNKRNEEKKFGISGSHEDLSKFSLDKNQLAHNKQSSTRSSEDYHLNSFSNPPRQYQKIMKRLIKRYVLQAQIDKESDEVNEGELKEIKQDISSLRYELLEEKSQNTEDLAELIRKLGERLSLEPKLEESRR
TRPC6 act – mouse TRPC6 channel activators, primary screen, cell-based, HEK293, membrane potential dye | HEK293-TRPC6 membrane potential dye fluorescence; stronger effect = higher value | B-score at 10 µM | actives 0.13% (n = 310,000);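 active = B-score of the integrated fluorescence ratio above library mean plus 3 SD, and starting fluorescence ratio within library mean plus 5 SD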;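 also: higher score means more depolarization so channel activation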
TRPC4 block – inhibitors of mouse TRPC4 channel, primary screen, Fluo4 calcium, HEK293 TRPC4beta/mu-opioid cells; Short transient receptor potential channel 4 (Mus musculus), Q9QUQ5; DAMGO-evoked Fluo4 calcium flux; stronger effect = lower value; B-score at 10 µM; actives 0.39% (n = 300,000);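 active = B-score over 3 SD under the library average, no early fluorescence shift, positive overall ratio signal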
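Assay system: HEK293 cells with stable TRPC4beta plus mu-opioid receptor expression. Dosing: single dose. Measured by: Fluo4 Ca2+ flux fluorescence. Also added: DAMGO in two steps, submaximal then maximal. Read-out: B score from integrated Fluo4 fluorescence ratio.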
TRPC4 act – activators of mouse TRPC4 channel, primary screen, Fluo4 calcium, HEK293 TRPC4beta/mu-opioid cells; Fluo4 calcium fluorescence; stronger effect = higher value; B-score at 10 µM; actives 0.49% (n = 310,000); AID 2237, 2010;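 active = B-score above 5 SD of library B-scores, and initial fluorescence ratio not above library mean plus 5 SD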;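 also: positive B-score marks a calcium rise read as TRPC4 activation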
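Assay system: HEK293 cells stably co-expressing mouse TRPC4beta and mu-opioid receptor / Timing: Fluo4 dye loading 45 min at room temperature, 110 s recording / Signal: Fluo4 calcium-sensitive dye fluorescence, kinetic, 1 Hz baseline / Read-out: integrated baseline-normalised fluorescence ratio, converted to per-well B score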
SKKanGAS inh – S. pyogenes SKKanGAS growth inhibitors in kanamycin, primary screen, streptokinase expression inhibitor project, SKKanGAS strain, BacTiter-Glo luminescence | 6 h | inhibition, % at 7.5 µM | actives 1.3% (n = 300,000);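 active = mean replicate score, as percent of positive control median, at least 50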;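 also: strain carries kanamycin resistance gene driven by streptokinase promoter and grows in 40 µg/ml kanamycin; loss of luminescence reflects streptokinase promoter inhibition or plain growth inhibition; 0% = median of DMSO wells and 100% = positive control at its reference dose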
ANO1 block – TMEM16A chloride channel inhibitors, primary screen, cell-based, HTS | HEK293 TMEM16A/YFP iodide influx fluorescence, ionomycin | normalized B-score (activity score, 25-100; higher = stronger inhibition) at 10 µM | actives 1.2% (n = 310,000);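 active = ratio plate-corrected score three or more library SD toward inhibition, starting fluorescence score within five deviations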;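 also: score derived from kinetic fluorescence span divided by baseline fluorescence per well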
* marks the source's active call; other numbers are inactive results.

Fc1ccccc1-c1n[nH]c(=S)n1CC1CCCO1 (configuration not stated) was read as TRPC4 PAM inactive, ANO1 activ inactive, MrgX1 agonist inactive, MrgX1 antag -6.3*, MrgX1 PAM inactive, TRPC6 inh inactive, TRPC6 act inactive, TRPC4 block inactive, TRPC4 act inactive, SKKanGAS inh -6 and ANO1 block inactive.
For Cc1cccc(NC(=O)CN2C(=O)N/C(=C/c3cc(C)n(C(C)C)c3C)C2=O)c1 the results were TRPC4 PAM inactive, ANO1 activ inactive, MrgX1 agonist inactive, MrgX1 antag inactive, MrgX1 PAM inactive, TRPC6 inh inactive, TRPC6 act inactive, TRPC4 block inactive, TRPC4 act inactive, SKKanGAS inh 19 and ANO1 block inactive.
For CN(CCCNC(=O)c1ccc(N2CCCC2=O)cc1)c1ccccc1 the results were TRPC4 PAM inactive, ANO1 activ inactive, MrgX1 agonist inactive, MrgX1 antag inactive, MrgX1 PAM inactive, TRPC6 inh inactive, TRPC6 act inactive, TRPC4 block inactive, TRPC4 act inactive, SKKanGAS inh -1 and ANO1 block inactive.
Screening CC(=O)NC1(NC(C)=O)CCN(C)C(c2ccccc2)C1C (configuration not stated) returned TRPC4 PAM inactive, ANO1 activ inactive, MrgX1 agonist inactive, MrgX1 antag inactive, MrgX1 PAM inactive, TRPC6 inh inactive, TRPC6 act inactive, TRPC4 block inactive, TRPC4 act inactive, SKKanGAS inh -1 and ANO1 block inactive.
For CCc1nnc(NC(=O)c2c(O)c3c([nH]c2=O)CCCC3)s1 the results were TRPC4 PAM inactive, ANO1 activ inactive, MrgX1 agonist inactive, MrgX1 antag inactive, MrgX1 PAM inactive, TRPC6 inh inactive, TRPC6 act inactive, TRPC4 block inactive, TRPC4 act inactive, SKKanGAS inh -2 and ANO1 block inactive.
For CCOCCCNC(=O)N[C@@H](Cc1ccccc1)C(=O)OC the results were TRPC4 PAM inactive, ANO1 activ inactive, MrgX1 agonist inactive, MrgX1 antag inactive, MrgX1 PAM inactive, TRPC6 inh inactive, TRPC6 act inactive, TRPC4 block inactive, TRPC4 act inactive, SKKanGAS inh 1 and ANO1 block inactive.
For CCOC(=O)c1ccc(Oc2c(C)oc3cc(OS(C)(=O)=O)ccc3c2=O)cc1 the results were TRPC4 PAM inactive, ANO1 activ inactive, MrgX1 agonist inactive, MrgX1 antag inactive, MrgX1 PAM inactive, TRPC6 inh inactive, TRPC6 act inactive, TRPC4 block inactive, TRPC4 act inactive, SKKanGAS inh 0 and ANO1 block inactive.
O=C1CC(Sc2ncn[nH]2)C(=O)N1c1ccccc1 (configuration not stated) was read as TRPC4 PAM inactive, ANO1 activ inactive, MrgX1 agonist inactive, MrgX1 antag inactive, MrgX1 PAM inactive, TRPC6 inh inactive, TRPC6 act inactive, TRPC4 block inactive, TRPC4 act inactive, SKKanGAS inh -2 and ANO1 block inactive.
For O=C(NCc1ccco1)c1ccc(F)c(S(=O)(=O)N2CCCCC2)c1 the results were TRPC4 PAM inactive, ANO1 activ inactive, MrgX1 agonist inactive, MrgX1 antag inactive, MrgX1 PAM inactive, TRPC6 inh inactive, TRPC6 act inactive, TRPC4 block inactive, TRPC4 act inactive, SKKanGAS inh 2 and ANO1 block inactive.
For COc1ccc(N(CC(O)CN2CCCCC2)S(=O)(=O)c2ccc(C)cc2)cc1 (configuration not stated) the results were TRPC4 PAM inactive, ANO1 activ inactive, MrgX1 agonist inactive, MrgX1 antag inactive, MrgX1 PAM inactive, TRPC6 inh inactive, TRPC6 act inactive, TRPC4 block inactive, TRPC4 act inactive, SKKanGAS inh -1 and ANO1 block inactive.
Screening CCOC(=O)c1c(S(=O)(=O)NCCc2ccc(OC)c(OC)c2)c(C)n(C)c1C returned TRPC4 PAM inactive, ANO1 activ inactive, MrgX1 agonist inactive, MrgX1 antag inactive, MrgX1 PAM inactive, TRPC6 inh inactive, TRPC6 act inactive, TRPC4 block inactive, TRPC4 act inactive, SKKanGAS inh -10 and ANO1 block inactive.
For O=C(Nc1ccccc1C(=O)N1CCOCC1)c1noc2c1CCCC2 the results were TRPC4 PAM inactive, ANO1 activ inactive, MrgX1 agonist inactive, MrgX1 antag inactive, MrgX1 PAM inactive, TRPC6 inh inactive, TRPC6 act inactive, TRPC4 act inactive, SKKanGAS inh -3 and ANO1 block inactive.
`N/C(=N\OC(=O)CCC1CCCC1)c1ccc([N+](=O)[O-])cc1` gave TRPC4 PAM inactive, ANO1 activ inactive, MrgX1 agonist inactive, MrgX1 antag inactive, MrgX1 PAM inactive, TRPC6 inh inactive, TRPC6 act inactive, TRPC4 block inactive, TRPC4 act inactive, SKKanGAS inh 0 and ANO1 block inactive.
CN(C)CCCN1CC(C(=O)O)CC1=O (configuration not stated) was read as TRPC4 PAM inactive, ANO1 activ inactive, MrgX1 agonist inactive, MrgX1 antag inactive, MrgX1 PAM inactive, TRPC6 inh inactive, TRPC6 act inactive, TRPC4 block inactive, TRPC4 act inactive, SKKanGAS inh -1 and ANO1 block inactive.
CCOC(CNC(=O)c1ccc2c(c1)nc(C)n2-c1cccc(F)c1)OCC was read as TRPC4 PAM inactive, ANO1 activ inactive, MrgX1 agonist inactive, MrgX1 antag inactive, MrgX1 PAM inactive, TRPC6 inh inactive, TRPC6 act inactive, TRPC4 block inactive, TRPC4 act inactive, SKKanGAS inh -5 and ANO1 block inactive.
Screening O=C(COc1ccc(C2SCCS2)cc1)NNC(=O)C(Cl)Cl returned TRPC4 PAM inactive, ANO1 activ inactive, MrgX1 agonist inactive, MrgX1 antag inactive, MrgX1 PAM inactive, TRPC6 inh inactive, TRPC6 act inactive, TRPC4 block inactive, TRPC4 act inactive, SKKanGAS inh 4 and ANO1 block inactive.
`N#CCC(=O)c1sccc1-n1cccc1` gave TRPC4 PAM inactive, ANO1 activ inactive, MrgX1 agonist inactive, MrgX1 antag inactive, MrgX1 PAM inactive, TRPC6 inh inactive, TRPC6 act inactive, TRPC4 block inactive, TRPC4 act inactive, SKKanGAS inh -3 and ANO1 block inactive.
For Cc1ccc2nc(SCC(=O)Nc3nnc(SCC(N)=O)s3)[nH]c2c1 the results were TRPC4 PAM inactive, ANO1 activ inactive, MrgX1 agonist inactive, MrgX1 antag inactive, MrgX1 PAM inactive, TRPC6 inh inactive, TRPC6 act inactive, TRPC4 block inactive, TRPC4 act inactive, SKKanGAS inh -1 and ANO1 block inactive.
`CCc1nnc(NC(=O)C2CCN(C(=O)NC3CCCCC3)CC2)s1` gave TRPC4 PAM inactive, ANO1 activ inactive, MrgX1 agonist inactive, MrgX1 antag inactive, MrgX1 PAM inactive, TRPC6 inh inactive, TRPC6 act inactive, TRPC4 block inactive, TRPC4 act inactive, SKKanGAS inh 2 and ANO1 block inactive.
For CCOC(=O)N1CCC(N2C(=O)c3ccc(C(=O)Nc4ccc(OC)cc4)cc3C2=O)CC1 the results were TRPC4 PAM inactive, ANO1 activ inactive, MrgX1 agonist inactive, MrgX1 antag inactive, MrgX1 PAM inactive, TRPC6 inh inactive, TRPC6 act inactive, TRPC4 block inactive, TRPC4 act inactive, SKKanGAS inh 5 and ANO1 block inactive.
Screening CCCn1nnnc1NCc1ccccc1OCC returned TRPC4 PAM inactive, ANO1 activ inactive, MrgX1 agonist inactive, MrgX1 antag inactive, MrgX1 PAM inactive, TRPC6 inh inactive, TRPC6 act inactive, TRPC4 block inactive, TRPC4 act inactive, SKKanGAS inh 4 and ANO1 block inactive.
`CCOC(=O)c1c(C)[nH]c(C(=O)CSc2nc3ccccc3o2)c1C` gave TRPC4 PAM inactive, ANO1 activ inactive, MrgX1 agonist inactive, MrgX1 antag inactive, MrgX1 PAM inactive, TRPC6 inh inactive, TRPC6 act inactive, TRPC4 block inactive, TRPC4 act inactive, SKKanGAS inh -5 and ANO1 block inactive.
For CCCn1nc(NS(=O)(=O)c2ccccc2)c2cc3cc(C)ccc3nc21 the results were TRPC4 PAM inactive, ANO1 activ inactive, MrgX1 agonist inactive, MrgX1 antag inactive, MrgX1 PAM inactive, TRPC6 inh inactive, TRPC6 act inactive, TRPC4 block inactive, TRPC4 act inactive, SKKanGAS inh 11 and ANO1 block inactive.
CCOc1ccc(NC(=O)N(c2ccccc2)c2ccccc2)cc1 was read as TRPC4 PAM inactive, ANO1 activ inactive, MrgX1 agonist inactive, MrgX1 antag inactive, MrgX1 PAM inactive, TRPC6 inh inactive, TRPC6 act inactive, TRPC4 block inactive, TRPC4 act inactive, SKKanGAS inh -6 and ANO1 block inactive.
Screening CCCN1CCN(C(=O)c2cc(COc3ccc4ncccc4c3)on2)CC1 returned TRPC4 PAM inactive, ANO1 activ inactive, MrgX1 agonist inactive, MrgX1 antag inactive, MrgX1 PAM inactive, TRPC6 inh inactive, TRPC6 act inactive, TRPC4 block inactive, TRPC4 act inactive, SKKanGAS inh 3 and ANO1 block inactive.
`COc1ccc(OC)c(C2C(C(=O)c3ccc(C)o3)=C(O)C(=O)N2CCN2CCOCC2)c1` (configuration not stated) gave TRPC4 PAM inactive, ANO1 activ inactive, MrgX1 agonist inactive, MrgX1 antag inactive, MrgX1 PAM inactive, TRPC6 inh inactive, TRPC6 act inactive, TRPC4 block inactive, TRPC4 act inactive, SKKanGAS inh -8 and ANO1 block inactive.
For COc1ccc(C2C(C#N)=C(C)NC(C)=C2C(=O)OC(C)C)c(OC)c1 (configuration not stated) the results were TRPC4 PAM inactive, ANO1 activ inactive, MrgX1 agonist inactive, MrgX1 antag inactive, MrgX1 PAM inactive, TRPC6 inh inactive, TRPC6 act inactive, TRPC4 block inactive, TRPC4 act inactive, SKKanGAS inh 0 and ANO1 block inactive.

Compound activity (PubChem BioAssay)
